# M. tuberculosis – growth inhibition of non-replicating M. tuberculosis (AID 488890) | Mycobacterium tuberculosis non-replicating, growth inhibition; higher % means a stronger effect | inhibition, % at 25 µM, or IC50 in µM where a hit was titrated | 320,000 compounds, 0.39% hits; in the data active = a potency from the dose series; inconclusive = inhibition mostly from about 82% at the one dose, without a potency; inactive = the rest, 99 in 100 with inhibition below about 76%;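 note: plate controls were DMSO cells for no effect and high antibiotic wells for full effect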
# M. tuberculosis HTS – M. tuberculosis growth inhibition, HTS (AID 449762); M. tuberculosis H37Rv growth inhibition, 7H9 media; higher % means a stronger effect; one-dose inhibition, % at 25 µM; IC50 in µM for titrated hits; 330,000 compounds, 0.59% hits; in the data active = a potency from the dose series; inconclusive = inhibition above about 70% without an active follow-up result;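 note: bacterial growth assessed after seven days of incubation; strong numbers were not always called active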
# influenza NS1A – NS1A inhibition, H1N1 influenza, cell based functional assay (AID 504329); 340,000 compounds, 0.3% hits; inhibition, % at 12.5 µM, or IC50 in µM where a hit was titrated; NS1A functional cell-based assay, percent inhibition; higher % means a stronger effect; in the data active = a potency from the dose series; inconclusive = inhibition above about 27% without an active follow-up result; note: strong numbers were not always called active
# PhoP GFP inhibition – Inhibition of PhoP regulon, Salmonella typhi GFP reporter cells, confirmation, 4 h (AID 1850); Salmonella Typhi PhoP-promoter GFP reporter, fluorescence, 4 h; higher % means a stronger effect; one-dose inhibition, % at 50 µM; IC50 in µM for titrated hits; 310,000 compounds, 0.33% hits; in the data active = a potency from the dose series; inconclusive = inhibition mostly from about 25% at the one dose, without a potency; inactive = the rest, 99 in 100 with inhibition below about 19%;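 note: 0% = induced wells with vehicle and 100% = uninduced wells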
# inhibitors of VEEV – inhibitors of VEEV TC-83 cytopathic effect, confirmation, Vero cells (AID 588727); Vero cells, VEEV TC-83 cytopathic effect inhibition; higher % means a stronger effect; inhibition, % at 20 µM, or IC50 in µM where a hit was titrated; 350,000 compounds, 0.13% hits; in the data active = a potency from the dose series; inconclusive = inhibition mostly from about 14% at the one dose, without a potency; inactive = the rest, 99 in 100 with inhibition below about 12%; note: strong numbers were not always called active
# inhibitors of VEEV 10K pilot screen – further read-out of inhibitors of VEEV, marked with its call; inhibition, %; measured here: 10K pilot screen inhibition
# The depositor's hits bear a star; i = inactive; ? = inconclusive; / = no result given.
SMILES,M. tuberculosis,M. tuberculosis HTS,influenza NS1A,PhoP GFP inhibition,inhibitors of VEEV,others
COc1ccc(C(=O)c2ccccc2)c(OCC(=O)NC2CC2)c1,-4%,-8%,6%,-3%,i,
Nn1c(SCC(=O)NC2CCS(=O)(=O)C2)nnc1-c1ccco1 (stereo unspecified),6%,-2%,-16%,/,2.0%,
O=C(NCc1ccccc1Cl)NC(=O)c1csc([N+](=O)[O-])c1,35%,1%,-14%,12%,0.1%,
CCCC(C(=O)NCC1CCCO1)N(Cc1ccco1)C(=O)CNS(=O)(=O)c1ccc(F)cc1 (stereo unspecified),-5%,-10%,-4%,30%,0.5%,
Cc1nc2ccc([N+](=O)[O-])cc2[nH]1,4%,0%,-14%,14%,1.2%,
COc1ccc(CN2C(=O)CCC(C(=O)O)C2c2ccccc2)cc1 (stereo unspecified),-7%,-7%,-6%,7%,1.2%,
COc1ccc(/C=N\NC(=O)CCN2CCN(c3ccccc3)CC2)cc1OC,-4%,2%,9%,0%,i,
COc1ccc2c(C)c(C(=O)NCC(C)O)oc2c1OC (stereo unspecified),-1%,-5%,-4%,-2%,1.0%,
Cc1noc(C)c1S(=O)(=O)N1CCC(Cc2ccccc2)CC1,13%,5%,0%,29%,0.0%,
CCCN(C(=O)c1cc(S(=O)(=O)N(C)c2ccccc2OC)ccc1C)C1CCS(=O)(=O)C1 (stereo unspecified),/,/,-5%,/,i,
CCOP(=O)(C#Cc1ccccc1)C(O)c1ccc(Br)cc1 (stereo unspecified),5%,6%,11%,-3%,1.4%,
COc1ccc(C(=O)NC(=S)NCc2ccco2)cc1,73%,5%,11%,-7%,0.2%,
O=C(Nc1ccon1)c1cnc2sccn2c1=O,-10%,-3%,4%,-11%,6.3%,
COC(=O)c1cccc(NC(=O)CN2CCOCC2)c1,-8%,0%,-7%,0%,0.1%,
Cc1nccc2c1[nH]c1ccccc12,1%,0%,-2%,-2%,i,
CN1CCN(c2nc(-c3ccccc3)cc(C(F)(F)F)n2)CC1,12%,-1%,3%,-13%,1.0%,
NS(=O)(=O)c1ccc(CCNS(=O)(=O)c2ccc(Cl)nc2)cc1,-2%,-13%,-5%,20%,i,
O=C(O)CCCCCN1C(=O)/C(=C\c2ccc(-c3ccc(Cl)cc3)o2)SC1=S,46%,?,16%,4%,1.8%,
CCN1CCC(O)(/C=C/c2ccc(C)cc2)C(C(=O)/C=C/c2ccc(C)cc2)C1 (stereo unspecified),/,/,13%,/,i,
OC(COCC1COc2ccccc2O1)CN1CCc2ccccc2C1 (stereo unspecified),28%,-2%,1%,8%,0.4%,
CC1CCN(C(=S)NC(=O)c2ccc(F)cc2)CC1,1%,57%,-3%,/,5.5%,
CC1CCc2c(sc3ncnc(NS(=O)(=O)c4cccs4)c23)C1 (stereo unspecified),16%,2%,4%,8%,1.0%,inhibitors of VEEV 10K pilot screen=1.0
Cc1cc(/C=C(\C#N)C(=O)Nc2ccccc2F)c(C)[nH]1,-16%,-11%,-7%,12%,2.2%,
Cc1ccc(-c2nn[nH]n2)cc1Cl,9%,-4%,-16%,-14%,i,
O=C(NC(=O)c1ccc(Cl)c(Cl)c1)OC1CCS(=O)(=O)C1 (stereo unspecified),0%,1%,-22%,13%,i,
CCCc1nc(SCC(=O)N2CCOCC2)c2c(C)c(C)sc2n1,2%,7%,-15%,-1%,0.1%,
Cc1ccc(S(=O)(=O)N(CC(=O)NCc2ccccc2Cl)C(=O)N2CCN(C)CC2)cc1,-11%,6%,-2%,8%,i,
COC(=O)/C(C#N)=C1/C=Cc2ccccc2N1,9%,8%,-1%,-7%,1.3%,
Cc1ccc(S(=O)(=O)NCc2nnc(SCC(=O)Nc3cccc(C)c3C)n2C)cc1,4%,0%,2%,8%,1.6%,
O=C(C1CC1)N1CCN(c2ccc(F)cc2)CC1,9%,1%,0%,-10%,0.2%,
Cc1ccnc(SCC(=O)N2CCN(c3ccccc3)CC2)n1,21%,-19%,0%,12%,1.4%,
Cc1nn(C)c2ncc(C(N)=O)c(Oc3ccc(Cl)cc3)c12,-6%,-9%,/,3%,2.1%,
CCOc1ccc(/C=N/n2c(C3CCCCC3)n[nH]c2=S)cc1,-11%,4%,-1%,-16%,2.2%,
CC(C)Oc1ccc(C(=O)Nc2ccc([N+](=O)[O-])cc2)cc1,14%,1%,-3%,0%,0.4%,
CCOC(=O)C1(CCCc2ccccc2)CCN(C(=O)c2cnc(C)cn2)CC1,3%,-7%,0%,-7%,i,
O=C(N/N=C1\CCCc2ccccc21)c1cccc([N+](=O)[O-])c1,3%,-14%,-4%,5%,0.1%,
CN(CC(=O)Nc1ccc(N2CCOCC2)cc1)C(=O)CCNC(=O)c1ccc(Br)cc1,6%,-1%,-4%,-5%,1.3%,
COCCCNC(=S)N1CCC(C(=O)c2ccc3c(c2)OCCO3)CC1,-1%,-2%,2%,-10%,i,
O=C(COC(=O)C1CCN(S(=O)(=O)c2cccs2)CC1)Nc1ccc(F)cc1F,12%,2%,8%,-13%,1.2%,
O=C(NCc1cccnc1)C1CCCN(S(=O)(=O)c2cccc3nsnc23)C1 (stereo unspecified),-2%,5%,4%,-1%,i,
CN1CCCN(S(=O)(=O)c2cccc(C(F)(F)F)c2)c2nc3ccccc3nc21,-3%,-3%,-7%,/,3.2%,
S=C(Nc1ccccn1)Nc1ccccc1Cl,58%,-3%,-4%,7%,0.4%,
NC(=O)c1nn(-c2ccc(Cl)cc2Cl)c(=O)cc1O,1%,2%,-9%,1%,0.5%,
COc1ccc2[nH]c3nc(SCC(=O)Nc4ccc5c(c4)OCO5)nnc3c2c1,-5%,0%,10%,4%,5.7%,
CCNS(=O)(=O)c1ccc(CCC(=O)NCc2cccnc2)cc1,5%,-25%,-1%,-5%,0.8%,
Cc1cc(C)cc(OCC(=O)Nc2ccc3c(c2)OCCO3)c1,19%,5%,-5%,-3%,1.0%,
COC(=O)c1ccccc1NC(=O)C/C(C)=N/NC(=O)CC#N,20%,?,3%,8%,0.1%,
CC(=O)Nc1cccc(OCCCNC(=O)c2ccc(F)cc2)c1,5%,2%,-20%,6%,1.4%,
Cc1ccc(-c2nnc(COc3cccc(-n4cnnn4)c3)o2)cc1,-1%,-13%,-7%,-3%,3.4%,
O=C(Cn1ccc(=O)[nH]c1=O)NCCO,1%,2%,11%,3%,0.6%,
COc1cc(C2=NOC(C(=O)Nc3cccnc3)C2)cc(OC)c1OC (stereo unspecified),-8%,5%,-9%,-10%,2.0%,
CC(=O)c1c(C)[nH]c(C(=O)Nc2cccc(S(=O)(=O)N3CCCCC3)c2)c1C,28%,2%,3%,/,7.6%,
COc1ccc(C(=O)NNC(=O)COC(=O)c2sccc2C)cc1,-4%,1%,-7%,/,i,
Cc1ccc(C(=O)NCC(=O)N(C)CC(=O)Nc2ccccc2Br)s1,3%,0%,3%,/,0.3%,
CC(=O)C1=C(O)C(=O)N(c2ccc(S(=O)(=O)Nc3nccs3)cc2)C1c1ccc(F)cc1 (stereo unspecified),30%,-2%,0%,20%,1.6%,
Cc1cc(C)n2ncc(/C(N)=N/OC(=O)Nc3ccccc3)c2n1,-8%,-8%,6%,3%,1.7%,
O=C(Cc1ccccc1)Nc1ccc(NC(=O)c2ccco2)cc1Cl,3%,-1%,7%,-1%,3.1%,
COc1ccc(S(=O)(=O)NCc2ccc(C(=O)N3CCc4ccccc4C3)cc2)cc1,29%,9%,-5%,3%,7.2%,
CC(=C/c1ccc(C(C)C)cc1)/C=N/NC(=O)Cn1nnnc1N,28%,15%,3%,-21%,0.2%,
COc1ccc([C@H]2/C=C\CN(S(=O)(=O)c3ccc4ccccc4c3)[C@@H](C)C(=O)N2Cc2ccc(F)cc2)cc1,17%,-1%,-5%,-19%,3.8%,
# Following part:
SMILES,M. tuberculosis,M. tuberculosis HTS,influenza NS1A,PhoP GFP inhibition,inhibitors of VEEV,others
Cc1ccc(S(=O)(=O)N2CCOCC2)cc1NC(=O)CSc1cccc[n+]1[O-],-2%,0%,-7%,2%,0.7%,
COc1ccc(C(=O)Nc2ccccc2C(=O)NC(Cc2ccc(O)cc2)C(=O)NNC(=O)c2ccc(C)cc2)cc1 (stereo unspecified),-13%,21%,-3%,-12%,i,inhibitors of VEEV 10K pilot screen=2.5
COC(=O)/C=C1\N/C(=N\c2nc(C)cc(C)n2)N(c2ccc(C)c(C)c2)C1=O,13%,-4%,-5%,2%,i,inhibitors of VEEV 10K pilot screen=2.7
O=S(=O)(NC1=NCCCCC1)c1cccs1,-16%,-6%,-4%,15%,0.3%,
C=C1C(C(=O)N2CCOCC2)C1C(=O)N1CCOCC1 (stereo unspecified),-1%,-1%,4%,-1%,0.8%,
CC/C(=N\NC(=O)c1nnn(-c2nonc2N)c1-c1ccc2c(c1)OCO2)c1ccccc1,10%,-4%,-3%,4%,3.5%,
Cc1cccc(C2c3[nH]c4ccccc4c3CCN2C(=O)c2noc3c2CCCC3)n1 (stereo unspecified),8%,6%,-2%,-21%,7.1%,
Cc1c(CC(=O)N2CCC(C(N)=O)CC2)c(=O)oc2cc3c(cc12)CCC1(CCCCC1)O3,5%,-5%,-5%,29%,4.5%,
Nc1nc(Nc2ccccc2)nc(NCc2ccccc2)c1[N+](=O)[O-],23%,?,6%,-5%,7.6%,
CCOC(=O)c1cc(-c2ccc(OC(F)F)cc2)nc2nc(SC)[nH]c(=O)c12,33%,5%,-11%,2%,7.2%,
COc1ccc(C(=O)NCc2nnc(SCC(=O)Nc3cc(C)on3)o2)cc1OC,-12%,1%,-4%,-16%,0.9%,
O=C(CN1CCCC1)Nc1ccc([N+](=O)[O-])cc1Cl,-7%,-4%,-3%,-3%,i,

# Reprinted from the part before: seven entries; new compounds follow.
SMILES,M. tuberculosis,M. tuberculosis HTS,influenza NS1A,PhoP GFP inhibition,inhibitors of VEEV,others
CC/C(=N\NC(=O)c1nnn(-c2nonc2N)c1-c1ccc2c(c1)OCO2)c1ccccc1,10%,-4%,-3%,4%,3.5%,
Cc1cccc(C2c3[nH]c4ccccc4c3CCN2C(=O)c2noc3c2CCCC3)n1 (stereo unspecified),8%,6%,-2%,-21%,7.1%,
Cc1c(CC(=O)N2CCC(C(N)=O)CC2)c(=O)oc2cc3c(cc12)CCC1(CCCCC1)O3,5%,-5%,-5%,29%,4.5%,
Nc1nc(Nc2ccccc2)nc(NCc2ccccc2)c1[N+](=O)[O-],23%,?,6%,-5%,7.6%,
CCOC(=O)c1cc(-c2ccc(OC(F)F)cc2)nc2nc(SC)[nH]c(=O)c12,33%,5%,-11%,2%,7.2%,
COc1ccc(C(=O)NCc2nnc(SCC(=O)Nc3cc(C)on3)o2)cc1OC,-12%,1%,-4%,-16%,0.9%,
O=C(CN1CCCC1)Nc1ccc([N+](=O)[O-])cc1Cl,-7%,-4%,-3%,-3%,i,
Cc1cccc2sc(NC(=O)c3cc(S(=O)(=O)N(C)C)ccc3N3CCCC3)nc12,50%,54%,-9%,-9%,9.0%,
CC1C(C#N)=C(N)OC2=C1C(=O)CC(C)(C)C2 (stereo unspecified),62%,9%,-5%,-15%,i,
CCCc1c(C(=O)N/N=C/c2ccccc2C(F)(F)F)nnn1-c1nonc1N,9%,19%,5%,2%,2.6%,
Cc1ccc2c(c1)N(C(=O)CCC(=O)NCCCN1CCN(C)CC1)CC(C)O2 (stereo unspecified),-13%,-10%,6%,-6%,1.9%,
O=c1ccc2cc(OC3O[C@H](CO)[C@@H](O)[C@H](O)[C@H]3O)c(O)cc2o1 (stereo partly specified),3%,0%,-5%,8%,1.0%,
Cc1c(C)c2ccc(OCC(=O)c3ccccc3)cc2oc1=O,-10%,0%,-17%,4%,0.5%,
COc1ccc(-n2nc(C(=O)NCC(=O)NC3CCCCCC3)c3ccccc3c2=O)cc1OC,27%,4%,-1%,7%,8.0%,
COC(=O)c1sccc1NC(=O)CC1C(=O)NCCN1C(=O)c1ccc(C)c(C)c1 (stereo unspecified),-1%,0%,4%,4%,4.1%,
COc1ccc2c(c1)CCC/C2=N\NC(=O)c1ccoc1C,8%,-3%,-9%,1%,1.2%,
Cc1cc(N2CCCC2=O)cc(C)c1S(=O)(=O)Nc1c(C)nn(C)c1C,-4%,-8%,-2%,0%,i,
COc1cccc(C(=O)N(C)c2nnc(-c3ccncc3)s2)c1,-5%,-5%,0%,-9%,i,
CCOC(=O)N1CCN(C(=O)c2oc3ccc(S(=O)(=O)N4CCCCCC4)cc3c2C)CC1,25%,0%,-4%,0%,7.4%,
CC(C)n1cnc2c(Nc3ccc(C(=O)O)cc3)nc(Cl)nc21,11%,0%,-3%,-13%,0.4%,
CCOc1cc2c(cc1O)C(=NOC)CC1C2CCC2(C)C(O)CCC12 (stereo unspecified),/,/,-5%,/,27%,
